ADAM17 inh – ADAM17 inhibitors, primary screen, biochemical, QFRET; AID 720648, 2013; inhibition, % at 6.95 µM; 370,000 tested, 0.83% active; Disintegrin and metalloproteinase domain-containing protein 17 (Homo sapiens), P78536; recombinant ADAM17, EDANS/DABCYL FRET peptide cleavage;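 active = inhibition above the mean of compounds lying between control limits plus 3 SD, set per campaign, cut at about 8.5% in these data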;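 also: 0% = DMSO-only wells as the low control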
Target sequence (P78536 215-824 limits assumed): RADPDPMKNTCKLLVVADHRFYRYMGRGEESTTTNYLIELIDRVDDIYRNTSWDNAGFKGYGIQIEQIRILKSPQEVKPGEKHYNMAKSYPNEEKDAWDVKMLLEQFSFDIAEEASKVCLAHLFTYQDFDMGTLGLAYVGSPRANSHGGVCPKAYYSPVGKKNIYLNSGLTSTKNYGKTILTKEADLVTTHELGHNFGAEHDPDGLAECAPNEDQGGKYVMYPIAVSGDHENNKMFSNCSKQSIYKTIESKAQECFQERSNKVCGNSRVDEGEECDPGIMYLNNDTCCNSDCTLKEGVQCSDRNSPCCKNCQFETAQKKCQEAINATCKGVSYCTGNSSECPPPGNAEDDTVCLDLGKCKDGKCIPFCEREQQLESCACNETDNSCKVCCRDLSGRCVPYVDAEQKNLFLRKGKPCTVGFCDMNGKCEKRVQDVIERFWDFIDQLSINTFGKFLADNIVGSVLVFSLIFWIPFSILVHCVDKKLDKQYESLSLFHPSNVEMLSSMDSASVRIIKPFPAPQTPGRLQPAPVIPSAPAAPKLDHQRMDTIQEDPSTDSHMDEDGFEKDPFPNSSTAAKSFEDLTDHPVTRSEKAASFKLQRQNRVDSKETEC
ASAP1 inh – inhibitors of human ASAP1 ArfGAP activity, primary screen, biochemical, fluorescence polarization; 360,000 tested, 0.19% active; ASAP1-stimulated ARF1 GTP hydrolysis, GDP FP detection; AID 624377, 2012; inhibition, % at 16.5 µM; Arf-GAP with SH3 domain, ANK repeat and PH domain-containing protein 1 (Homo sapiens), …; in the data active = inhibition above about 25%;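 also: 0% = vehicle with enzyme and substrate and 100% = no enzyme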
PLCb3 inh – human PLC-beta3 inhibitors, primary screen, biochemical, fluorescence; 1-phosphatidylinositol 4,5-bisphosphate phosphodiesterase beta-3 (Homo sapiens), Q01970; Purified PLC-beta3, fluorogenic substrate; inhibition, % at 12.2 µM; 370,000 tested, 0.18% active; AID 720704, 2013; in the data active = inhibition above about 11%;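 also: 0% = median of compound wells on plate and 100% = full blocker control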
PLCg1 inh – PLC-gamma1 enzyme inhibitors, primary screen, biochemical, fluorescence, purified enzyme | fluorogenic substrate | inhibition, % at 12.2 µM | 1-phosphatidylinositol 4,5-bisphosphate phosphodiesterase gamma-1 (Homo sapiens), P19174 | 370,000 tested, 0.84% active | AID 720700, 2013; in the data active = inhibition above about 9.5%
DDE Tn7 FP inh – inhibitors of Tn7 peptide binding to fibrin DD(E), primary screen, biochemical, fluorescence polarization, human fibrin, Tn7 probe | inhibition, % at 8.3 µM | Fibrinogen beta chain (Homo sapiens), P02675 | FP displacement of FITC-Tn7 peptide from fibrin DD(E); 0% = median of compound wells per plate | AID 720508, 2013 | 370,000 tested, 0.13% active;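 active = inhibition above the mean of compounds falling within the control limits plus 3 SD of them, cut at about 14% in these data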;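 also: 0% = plate median of compound wells and 100% = 10 µM Aha-Tn7 peptide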
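Assay system: Human fibrin DD(E) protein | Medium: Tris buffer with calcium and detergent, pH 7.8 | Reagent: 0.1 µM fluorescent Tn7 | Compound dosing: Single point at 8.3 µM | Times: 10 min preincubation, 3 h with tracer, room temperature | Detection: Fluorescence polarization of the labelled Tn7 tracer | Controls: Aha-Tn7 high control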
ARFGAP1 inh – inhibitors of rat ARFGAP1 GAP activity, primary screen, biochemical, fluorescence polarization, GDP tracer; ADP-ribosylation factor GTPase-activating protein 1 (Rattus norvegicus), Q62848; Arfgap1-stimulated ARF1 GTP hydrolysis, GDP FP detection; inhibition, % at 16.5 µM; 360,000 tested, 0.26% active;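 active = inhibition above a per-plate limit, mean inhibition of low control wells plus 3 SD, cut at about 25% in these data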;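 also: 0% = DMSO wells with enzyme and 100% = wells lacking Arfgap1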
Target sequence (Q62848 1-136 limits assumed): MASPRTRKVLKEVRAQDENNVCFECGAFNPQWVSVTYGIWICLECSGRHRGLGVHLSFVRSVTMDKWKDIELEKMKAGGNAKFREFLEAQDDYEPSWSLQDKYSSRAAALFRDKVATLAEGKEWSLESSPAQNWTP
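Assay system: Rat Arfgap1 GAP domain (His6, aa 1-136), purified enzyme | Buffer or medium: HEPES 25 mM pH 7.5, NaCl 150 mM, MgCl2, DTT | Schedule: GTP hydrolysis reaction 2 h at 25 °C | Signal: FP of antibody-bound GDP Alexa 633 tracer, ex 620/em 688 nm | Measure: Percent inhibition of Arfgap1-stimulated GTP hydrolysis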
MBD2 inh – inhibitors of MBD2 binding to methylated DNA, primary screen, biochemical, TR-FRET, DNA-binding domain, human; AID 686964, 2013; MBD2 binding to methylated oligonucleotide; Methyl-CpG-binding domain protein 2 (Homo sapiens), Q9UBB5; inhibition, % at 4.4 µM; 370,000 tested, 0.31% active; in the data active = inhibition above about 13%
UHRF1 binding – UHRF1 methylated DNA binding inhibitors, primary screen, counter-screen for MBD2 inhibitor project, biochemical, TR-FRET, human UHRF1, single concentration; UHRF1 binding to methylated oligo; 370,000 tested, 0.75% active; E3 ubiquitin-protein ligase UHRF1 (Homo sapiens), Q96T88; inhibition, % at 4.4 µM; in the data active = inhibition above about 21%;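 also: UHRF1 SRA domain binding a hemimethylated CpG hairpin DNA probe; 0% = median of test compound wells and 100% = reference inhibitor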
proKLK7 act – proKLK7 zymogen activators, primary screen, biochemical, fluorescence intensity; activation, % at 7 µM; purified proKLK7, EDANS-DABCYL substrate fluorescence; 100% is mature enzyme control, 0% vehicle; 370,000 tested, 0.9% active; Kallikrein-7 (Homo sapiens), P49862;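 active = activation above the mean of all tested compounds plus 3 SD, computed per campaign excluding outliers beyond control limits, cut at about 13% in these data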
Target sequence (P49862 whole entry, looked up): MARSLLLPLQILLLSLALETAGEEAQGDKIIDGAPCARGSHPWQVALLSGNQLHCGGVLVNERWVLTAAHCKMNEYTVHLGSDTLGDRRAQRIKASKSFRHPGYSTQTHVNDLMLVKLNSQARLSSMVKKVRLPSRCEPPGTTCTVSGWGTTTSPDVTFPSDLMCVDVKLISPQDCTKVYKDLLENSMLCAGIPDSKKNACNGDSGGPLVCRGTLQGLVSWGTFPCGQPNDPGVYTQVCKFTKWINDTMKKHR
Tn6 DDE FP – inhibitors of Tn6 peptide binding to fibrin DD(E), primary screen, biochemical, fluorescence polarization, human fibrin, Tn6 probe; inhibition, % at 8.3 µM; 370,000 tested, 0.21% active; AID 720509, 2013; Fibrin DD(E) TRITC-Tn6 fluorescence polarization displacement;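 active = inhibition above a per-campaign cutoff: mean of compounds within control limits plus 3 SD, cut at about 15% in these data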;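 also: 0% = median of all compound wells on the plate and 100% = blocking peptide control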
Active calls of the source: *; · = not tested or not shown. Random draw from the library; about 4.1% have a hit in one of these screens.

Order of values: ADAM17 inh	UHRF1 binding	ASAP1 inh	PLCg1 inh	ARFGAP1 inh	Tn6 DDE FP	proKLK7 act	PLCb3 inh	MBD2 inh	DDE Tn7 FP inh
- COc1ccc(NC(=O)c2cc(-c3cc(Cl)ccc3OC)n[nH]2)cc1OC
  3	-1	11	1	28*	-9	1.0	2	1	-4
- Cc1cccc(NC(=O)CSc2nnc(Cn3cnc4ccccc43)o2)c1
  -1	-2	-11	1	-1	6	0.0	2	1	9
- O=C(NNC(=O)c1ccccc1C(=O)O)c1cc2ccccc2o1
  -7	5	13	-9	14	-7	-1.5	-36	1	2
- Cc1cc(C)cc(OCC(=O)OCC(=O)N(CC(C)C)c2c(N)n(Cc3ccccc3)c(=O)[nH]c2=O)c1
  -3	2	-6	-1	-8	-1	0.5	2	-2	1
- Cc1ccc2ccc(S(=O)(=O)NCc3ccccn3)cc2c1
  -4	-1	-6	0	2	9	0.6	-10	-2	-3
- O=C(CCCn1c(SCC(=O)Nc2ccccc2Cl)nc2ccccc2c1=O)NCC1CCCO1 (stereo unspecified)
  7	6	2	-5	12	-12	0.3	-8	2	-6
- Cc1nc(-c2ccccc2)sc1-c1n[nH]c(=S)n1C
  -4	-3	-9	-91	10	2	0.1	-130	-3	5
- CCC(C)SCC(=O)Nc1ccc(S(=O)(=O)N2CCOCC2)cc1OC (stereo unspecified)
  -5	1	-8	-1	0	-3	-0.4	-6	6	-3
- CC(C)Oc1ccc(C(=O)NC2CCN(Cc3ccccc3)CC2)cc1
  -6	3	-4	-4	10	-4	-0.1	-6	2	-1
- COc1ccc(Nc2cc(C(=O)NCCCN3CCOCC3)c3ccccc3n2)cc1
  -2	0	8	-6	1	-3	1.1	-10	0	3
- O=C(Nc1ccc(OC(F)(F)F)cc1)NC1CCC(Oc2ccc(C(=O)O)cc2)CC1 (stereo unspecified)
  2	-2	8	-4	-6	-8	-0.6	2	-4	-3
- CC(=O)c1ccc(N2CCN(C(=O)c3ccc4nc[nH]c4c3)CC2)cc1
  -7	-1	-4	-9	-1	-3	-0.4	-13	5	4
- Nc1ccn(CCCNC2CCN(Cc3ccccc3)CC2)c(=O)n1
  -4	1	12	4	14	-2	-0.4	1	-2	1
- CCCCSc1[nH]c(=O)c(C(=O)OCC)cc1C#N
  -30	7	8	-10	13	3	0.1	-19	1	2
- CCOC(=O)c1c(C)c(C(=O)N(C)C2CCCCC2)c(C)n1C
  4	0	-10	5	-19	0	-0.1	5	-2	5
- Cc1cccc2sc(NC(=O)CSc3cn[nH]n3)nc12
  1	-1	2	-3	3	-9	-0.6	-6	0	-10
- CCC(=O)Nc1nc(-c2ccccc2)ns1
  2	0	13	4	1	5	0.2	0	-1	0
- CC(C)NC(=O)Nc1ccc2c(c1)C(=O)N([C@H](C)CO)C[C@H](C)[C@@H](CN(C)S(C)(=O)=O)O2
  -6	1	-16	0	2	4	0.4	-1	-4	-2
- Cc1ccc(SCC(=O)c2ccc[nH]2)cc1
  -2	-3	-9	1	-9	1	-0.2	-8	-7	-1
- Cc1ccc(Oc2nc3ccccc3n3cccc23)cc1
  -5	3	-16	-6	2	0	-0.5	-8	0	6
- COc1ccccc1NC(=O)N1CCC(NC(=O)C(Cc2ccccc2F)NC(C)=O)CC1 (stereo unspecified)
  -3	-3	6	2	6	-1	-0.2	-4	3	-3
- CCC(C)NCc1ccc(C(=O)OC)o1 (stereo unspecified)
  -2	3	-11	1	8	-3	-0.4	5	-2	-4
- Cc1ccc(O)c(NC(=O)C2=CC(c3ccco3)=NS(=O)(=O)N2C)c1
  7	-2	6	5	0	2	0.0	7	-5	5
- Cc1ccc(C2=NN(C(=O)CSc3nccn3C)C(c3ccco3)C2)cc1 (stereo unspecified)
  3	-3	-29	2	3	8	0.3	-7	-7	0
- Cc1[nH]nc2c1C1(CCC3(CC1)OCCO3)C(C#N)=C(N)O2
  2	-6	6	0	-4	4	0.3	1	0	11
- O=C(Cc1ccc(-n2c(=O)[nH]c3ccsc3c2=O)cc1)NCc1cccnc1
  -1	11	-11	1	3	9	0.1	4	2	-1
- O=C(COc1ccc2c3c(c(=O)oc2c1)CCC3)N1CCCCC1
  -65	-3	-2	-12	-6	13	0.4	-19	0	4
- Cc1onc(C(=O)N2CCN(C(c3ccc(F)cc3)c3ccc(F)cc3)CC2)c1[N+](=O)[O-]
  3	1	·	4	·	1	·	5	-1	1
- Cc1cc2ccccc2n2c(SCC(=O)N3CCOCC3)nnc12
  -1	-3	4	0	10	-2	0.3	4	-2	0
- O=C(O)CCCC(=O)Nc1ccccc1C(=O)N1CCOCC1
  -1	4	8	-2	0	-3	-0.5	-3	4	1
- COc1ccc(F)cc1C(=O)C1CCCN(C(=O)CSc2ccccn2)C1 (stereo unspecified)
  -6	2	15	-5	-10	0	-0.1	-4	-5	-2
- CCN(CC)CCCN=C(N)N
  -4	0	11	3	2	5	-0.2	-4	0	9
- Cn1nc(C(=O)OCC(=O)c2ccc(Br)cc2)c2ccccc2c1=O
  1	-2	1	2	16	9	0.5	1	-1	0
- O=C(NCCN1CCC(n2c(=O)[nH]c3ccccc32)CC1)c1c(F)cccc1F
  -6	11	3	2	11	-5	0.0	0	1	-8
- CC1CN(S(=O)(=O)c2ccc(C(=O)Nc3nnc(-c4ccc5c(c4)CCCC5)o3)cc2)CC(C)O1 (stereo unspecified)
  0	-2	4	-1	9	3	-0.4	2	-4	-2
- Cc1c(Cl)cccc1-n1c(SCC(=O)N2CCC(C(=O)O)CC2)nc2ccccc2c1=O
  -2	1	17	-1	-11	-5	-0.3	-5	-1	2
- Cc1c[n+]([O-])ccc1[N+](=O)[O-]
  -3	3	-2	3	-1	-10	0.0	-3	2	5
- C=CCNc1nc(C(=O)OCC(=O)c2ccc(F)cc2)cs1
  -1	-1	3	0	0	4	-0.1	-6	-1	1
- COc1ccc(NC(C)=O)cc1S(=O)(=O)NC(C)c1ccc(-n2ccnc2)cc1 (stereo unspecified)
  1	0	1	1	-3	-1	-0.2	-8	-2	-6
- CCOc1ccc(N2C(=O)CC(N(Cc3ccco3)C(=O)CCC(=O)O)C2=O)cc1 (stereo unspecified)
  0	3	2	3	8	2	0.2	1	-1	-4
- Cc1nn(CC(=O)NCc2ccccc2)c(=O)c2ccccc12
  2	1	9	3	11	2	-0.2	0	-1	5
- COc1ccc(C(=O)N/N=C(\C)Cn2cnc([N+](=O)[O-])n2)cc1
  0	-6	9	2	-2	2	-0.4	0	-1	-5
- N#Cc1c(NC(=O)CSc2nc3ccccc3c(=O)n2Cc2ccco2)sc2c1CCCC2
  -4	1	-13	1	-3	4	0.7	2	2	3
- CCOP(=O)(OCC)c1nc(-c2cccc3ccccc23)oc1NCc1ccccc1
  -104	4	10	-144	-2	-4	-15	-200	0	-3
- COc1ccc(OC(=O)N2CCOCC2)cc1
  -3	-2	-2	-2	4	-3	-0.1	-4	2	2
- COc1ccc(NC(=O)COC(=O)CNC(=O)COc2ccccc2)cc1OC
  -7	2	-1	2	1	1	0.0	-6	4	-1
- COc1ccc(Cl)cc1S(=O)(=O)NCc1ccncc1
  -1	3	-5	1	12	1	0.5	-10	-1	-1

Among those listed so far, these contain an aryl methoxy group.
Order of values: ADAM17 inh	UHRF1 binding	ASAP1 inh	PLCg1 inh	ARFGAP1 inh	Tn6 DDE FP	proKLK7 act	PLCb3 inh	MBD2 inh	DDE Tn7 FP inh
- COc1ccc(NC(=O)c2cc(-c3cc(Cl)ccc3OC)n[nH]2)cc1OC
  3	-1	11	1	28*	-9	1.0	2	1	-4
- CCC(C)SCC(=O)Nc1ccc(S(=O)(=O)N2CCOCC2)cc1OC (stereo unspecified)
  -5	1	-8	-1	0	-3	-0.4	-6	6	-3
- COc1ccc(Nc2cc(C(=O)NCCCN3CCOCC3)c3ccccc3n2)cc1
  -2	0	8	-6	1	-3	1.1	-10	0	3
- COc1ccccc1NC(=O)N1CCC(NC(=O)C(Cc2ccccc2F)NC(C)=O)CC1 (stereo unspecified)
  -3	-3	6	2	6	-1	-0.2	-4	3	-3
- COc1ccc(F)cc1C(=O)C1CCCN(C(=O)CSc2ccccn2)C1 (stereo unspecified)
  -6	2	15	-5	-10	0	-0.1	-4	-5	-2
- COc1ccc(NC(C)=O)cc1S(=O)(=O)NC(C)c1ccc(-n2ccnc2)cc1 (stereo unspecified)
  1	0	1	1	-3	-1	-0.2	-8	-2	-6
- COc1ccc(C(=O)N/N=C(\C)Cn2cnc([N+](=O)[O-])n2)cc1
  0	-6	9	2	-2	2	-0.4	0	-1	-5
- COc1ccc(OC(=O)N2CCOCC2)cc1
  -3	-2	-2	-2	4	-3	-0.1	-4	2	2
- COc1ccc(NC(=O)COC(=O)CNC(=O)COc2ccccc2)cc1OC
  -7	2	-1	2	1	1	0.0	-6	4	-1
- COc1ccc(Cl)cc1S(=O)(=O)NCc1ccncc1
  -1	3	-5	1	12	1	0.5	-10	-1	-1

Assay outcomes from PubChem BioAssay.
